From PubChem BioAssay
RPL19A-GFP yeast: alters RPL19A-GFP fluorescence in TOR pathway yeast screen; AID 2025; percent response vs DMSO, % at 10 µM; hit rate 0.3% among 330,000; S. cerevisiae RPL19A-GFP strain, flow cytometry, 3 h; active compounds read low;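 active = percent response vs DMSO below 50%; inconclusive = fewer than 70 events counted for the yeast strain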;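 also: median channel GFP fluorescence of the barcoded RPL19A-GFP strain; ratio of sample median GFP to plate DMSO average so 100% = DMSO; lower means less RPL19A-GFP as with rapamycin TOR inhibition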
VLA-4 inh: inhibition in a human VLA-4 binding assay; P13612; VLA-4 expressing cells, ligand binding flow cytometry; inhibition, % (about 7 µM as worked out from the volumes in the protocol); hit rate 0.2% among 330,000; AID 2557; in the data active = inhibition above about 50%
MEP2-GFP yeast: yeast TOR pathway MEP2-GFP modulation. S. cerevisiae MEP2-GFP strain, flow cytometry GFP, 3 h; 100% = DMSO control level. AID 2016. hit rate 0.51% among 330,000. GFP response vs DMSO, % at 10 µM;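 active = GFP response versus DMSO above a set limit, roughly screen mean plus 3 SD, cut at about 180% in these data; inconclusive = fewer than 70 cells counted for a yeast strain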;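 also: median GFP fluorescence of the barcode-gated MEP2-GFP cells per well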
Yeast superoxide: caloric restriction mimetics inhibiting age-related superoxide in yeast | S. cerevisiae aged cells, superoxide DHE fluorescence; active compounds read low | hit rate 0.18% among 330,000 | superoxide response (% of plate mean), % at 10 µM | AID 2690;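 active = superoxide response under a set limit, about three screen SD below normal, cut at about 65% in these data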;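 also: yeast aged for seven days with compound at 30 °C before DHE staining; 100% = average MFI of all compound-treated wells on the plate with controls excluded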
GRK2 inh: human GRK2 inhibition via aptamer displacement; bead flow cytometry, FAM-aptamer displacement from GRK2; P25098; AID 488847; inhibition of aptamer binding, % at 10 µM; hit rate 0.59% among 330,000;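 active = inhibition of aptamer binding above 40%, roughly 3 SD of noise, on plates passing a quality check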;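 also: median bead fluorescence of bound FAM aptamer so fluorescent compounds give negative values; no value below 0 was filed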
Target sequence (P25098 whole entry, looked up): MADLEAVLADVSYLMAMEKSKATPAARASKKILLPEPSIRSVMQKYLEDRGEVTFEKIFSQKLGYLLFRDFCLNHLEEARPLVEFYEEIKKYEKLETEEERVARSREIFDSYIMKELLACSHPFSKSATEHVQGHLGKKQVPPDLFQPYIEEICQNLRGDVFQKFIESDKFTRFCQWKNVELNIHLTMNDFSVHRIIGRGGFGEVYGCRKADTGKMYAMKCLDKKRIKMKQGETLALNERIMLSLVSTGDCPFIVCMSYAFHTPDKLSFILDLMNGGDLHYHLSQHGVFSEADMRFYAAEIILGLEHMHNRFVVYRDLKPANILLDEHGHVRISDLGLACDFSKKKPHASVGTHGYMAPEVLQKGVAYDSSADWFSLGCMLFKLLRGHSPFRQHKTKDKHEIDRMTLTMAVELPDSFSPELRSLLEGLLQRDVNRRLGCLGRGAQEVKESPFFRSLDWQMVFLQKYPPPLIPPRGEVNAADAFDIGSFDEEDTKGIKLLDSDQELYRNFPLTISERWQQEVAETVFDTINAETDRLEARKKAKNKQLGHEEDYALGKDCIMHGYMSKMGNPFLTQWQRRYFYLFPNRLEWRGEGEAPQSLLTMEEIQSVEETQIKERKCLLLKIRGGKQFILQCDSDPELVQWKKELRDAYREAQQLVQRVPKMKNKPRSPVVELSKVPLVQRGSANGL
LAP4-GFP MLPCN: alters LAP4-GFP fluorescence in TOR pathway yeast screen; S. cerevisiae LAP4-GFP multiplex, flow cytometry GFP, 3 h; median GFP as percent of DMSO wells; GFP response vs DMSO, % at 10 µM; hit rate 0.34% among 320,000; AID 2023;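 active = GFP response vs DMSO above a set limit, about the screen mean plus 3 SD, cut at about 150% in these data; inconclusive = under 70 cell events counted for the yeast strain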
AGP1 TOR yeast: modulators of TOR pathway AGP1-GFP in S. cerevisiae; hit rate 0.02% among 320,000; GFP response vs DMSO, % at 10 µM; S. cerevisiae AGP1-GFP multiplex flow cytometry, 3 h; GFP as percent of DMSO wells;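 active = GFP response relative to DMSO above a set limit, near screen average plus 3 SD, cut at about 150% in these data; inconclusive = fewer than 70 cells counted for the yeast strain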;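 also: median GFP channel fluorescence of the gated AGP1 strain per well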
CIT2-GFP yeast: modulators of TOR pathway CIT2-GFP in S. cerevisiae. S. cerevisiae CIT2-GFP strain, flow cytometry, 3 h; 100 means same as DMSO wells. GFP response vs DMSO, % at 10 µM. hit rate 0.065% among 320,000. AID 2029;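 active = GFP response relative to DMSO above a set limit, near the screen mean plus 3 SD, cut at about 150% in these data; inconclusive = Fewer than 70 cells measured for a yeast strain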;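 also: ratio of well median GFP fluorescence to mean of DMSO wells on the plate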
* marks the source's active call; other numbers are inactive results; ? = inconclusive; . = not tested or not shown; [ ] = remark or other dose.

SMILES	RPL19A-GFP yeast	VLA-4 inh	MEP2-GFP yeast	Yeast superoxide	GRK2 inh	LAP4-GFP MLPCN	AGP1 TOR yeast	CIT2-GFP yeast
Cc1ccc(-c2nn(-c3ccccc3)cc2C(=O)N2CCOCC2)cc1	99	-6	103	98	0	109	102	98
O=C(OCC(O)COc1ccccc1)c1ccc([N+](=O)[O-])cc1 (stereo unspecified)	89	0	96	94	1	.	94	95
O=C(NC(NCCCN1CCOCC1)(C(F)(F)F)C(F)(F)F)C1CCCCC1	95	0	102	93	0	96	96	97
O=C(c1ccco1)N1CCN=C1SCc1ccc(F)cc1	102	11	109	98	3	106	102	99
CCN1CCN(Cc2cc(=O)oc3ccc(Cl)cc23)CC1	97	5	95	102	2	90	97	.
C=CCn1c(SCC(=O)N2CCOCC2)nc2ccccc2c1=O	84	6	84	107	0	78	89	89
O=C(COC(=O)C12CC3CC(CC(Br)(C3)C1)C2)Nc1cccnc1Cl	93	0	112	113	3	121	97	89
O=C(O)C1CSC(CCc2ccccc2)N1 (stereo unspecified)	99	-1	117	107	2	107	.	92
Brc1ccc(-c2nc3ccccc3s2)s1	103	-11	101	109	0	106	107	110
COCC(=O)OCc1cc2cccc(C)c2[nH]c1=O	100	5	100	111	0	103	104	100
NC(=O)c1ccc(NC(=O)COC(=O)c2n[nH]c3ccccc23)cc1	102	-2	101	110	5	105	97	92
O=C(NNC(=O)c1cc(Cl)nc2ccccc12)c1ccccc1F	98	5	100	111	1	106	106	101
CCOc1ccc2nc(N(CCN(C)C)C(=O)c3ccc4c(c3)CCCC4)sc2c1	106	22	107	100	0	105	107	108
O=C(CC1SC(=O)N(Cc2ccccc2)C1=O)Nc1nccs1 (stereo unspecified)	100	-29	105	102	1	98	96	102
O=C1CN(C(=O)COC(=O)COc2ccccc2)c2ccccc2N1	95	9	93	93	1	93	96	92
Cc1ccc(-c2nnn(CC(=O)N(CC3CCCO3)C(C(=O)NC3CCCC3)c3ccc(F)cc3)n2)o1 (stereo unspecified)	100	-4	102	101	0	99	101	97
CCOC(=O)C1=C(C)NC(=S)NC1c1ccc(OC(=O)c2ccco2)cc1 (stereo unspecified)	108	-6	109	102	1	99	101	106
O=C(Nc1ccc2c(c1)OCCO2)C(=O)NC1CC1	97	-1	100	95	0	98	99	98
CCOC(=O)c1c(C)oc2c1c(C=NC1CCS(=O)(=O)C1)c(O)c1ccccc12 (stereo unspecified)	95	5	90	90	0	96	94	92
CC(C)(C)c1cc(P(=O)(c2ccccc2)c2ccccc2)ccc1O	102	-63	106	108	0	100	107	101
CC(=O)Nc1cccc(C(=O)Nc2ccccc2N2CCOCC2)c1	112	3	110	111	2	112	102	106
O=C(CSc1nc(-c2ccccc2)nc2ccccc12)Nc1cccc(C(=O)O)c1	106	16	113	102	0	111	110	112
CSc1nsc(SCC(=O)Nc2ccc(C(=O)O)cc2)n1	105	2	114	94	2	120	104	97
Cc1cc(OCC(=O)C(C)(C)C)c2c(C)c(C)c(=O)oc2c1	97	7	101	104	3	101	105	95
CCc1ccc(NC(=O)[C@H](Cc2ccccc2)NC(=O)C2CCN(C(=O)[C@@H](N)CC(C)C)CC2)cc1	103	24	108	89	0	112	109	111

3 entries out of the list, ordered by count of non-hydrogen atoms, low to high.
SMILES	RPL19A-GFP yeast	VLA-4 inh	MEP2-GFP yeast	Yeast superoxide	GRK2 inh	LAP4-GFP MLPCN	AGP1 TOR yeast	CIT2-GFP yeast
O=C(O)C1CSC(CCc2ccccc2)N1 (stereo unspecified)	99	-1	117	107	2	107	.	92
O=C(NNC(=O)c1cc(Cl)nc2ccccc12)c1ccccc1F	98	5	100	111	1	106	106	101
O=C(COC(=O)C12CC3CC(CC(Br)(C3)C1)C2)Nc1cccnc1Cl	93	0	112	113	3	121	97	89

More results follow:
SMILES	RPL19A-GFP yeast	VLA-4 inh	MEP2-GFP yeast	Yeast superoxide	GRK2 inh	LAP4-GFP MLPCN	AGP1 TOR yeast	CIT2-GFP yeast
CN1CCC(=NOc2ccc([N+](=O)[O-])cc2)CC1	99	13	96	103	3	99	104	98
CCC1CCCCN1CCCNC(=O)c1ccc2nc(N3CCC(C)CC3)sc2c1 (stereo unspecified)	98	1	99	95	0	96	105	106
COc1ccc(NC(=O)C2CCN(C(=O)c3ccccc3)CC2)c(OC)c1	100	33	104	94	2	104	101	100
O=C(C[n+]1cc(-c2ccc(Cl)cc2)n2c1CCC2)Nc1nc(-c2ccccc2)cs1	100	35	98	85	0	99	108	101
COC(=O)c1cc(=O)n(Cc2cccs2)c(=NCc2cccs2)s1	102	6	107	113	4	112	114	105
CSc1nnc(-c2sc3cc(C(F)(F)F)cnc3c2-c2ccccn2)n1C	99	6	107	102	2	96	102	104
Cc1ccc(NC(=O)CCNC(=O)c2ccccc2Cl)cc1S(=O)(=O)N(C)C	104	24	103	104	3	93	100	102
OC(CNCC1COc2ccccc2O1)COCc1cccs1 (stereo unspecified)	99	10	98	94	0	101	102	100
O=C(Nc1cccnc1N1CCOCC1)c1cc2ccccc2oc1=O	98	-8	101	100	27	94	99	109
Cc1ccc(C(=O)N=c2sccn2C)cc1C	108	7	99	101	2	110	104	98
CCN(C(=O)COC(=O)c1ccc(C)c(S(=O)(=O)N2CCOCC2)c1)C1CCS(=O)(=O)C1 (stereo unspecified)	102	0	102	76	1	104	101	105
Fc1cccc(NC(=S)NCc2ccc(Cl)cc2)c1	98	9	98	84	0	92	92	90
CC(C)(C)c1cc(N)n2nc(C(C)(C)C)cc2n1	104	18	89	98	0	89	92	88
COc1ccccc1OC(C)c1nnc(SCC(=O)Nc2c(C)n(C)n(-c3ccccc3)c2=O)n1-c1ccccc1 (stereo unspecified)	101	5	102	100	0	102	103	107
NC(=O)c1ccsc1NC(=O)CSc1ncnc2sccc12	96	-7	92	108	2	88	96	100
CC1=NN(c2cccc(C(=O)O)c2)C(=O)/C1=C\C=C\c1ccco1	99	2	105	96	83*	102	101	103
COc1ccc(-n2nc3c(c2NC(=O)COc2ccccc2)CS(=O)(=O)C3)cc1	97	9	91	98	0	90	96	93
CCOC(=O)C1=C(CNCc2ccc(F)cc2)NC(=O)NC1c1cccc([N+](=O)[O-])c1 (stereo unspecified)	104	-2	94	101	1	92	94	93
CCOc1ccc(C(=O)N[C@H](C(=O)O)C(C)C)cc1	97	-6	106	101	2	98	103	96
CS(=O)(=O)Nc1ccc2c(c1)OCC(=O)N2Cc1ccccc1	99	-8	98	107	3	100	100	100
O=C(/C=C/c1cccc(OCc2ccccc2)c1)c1cccnc1	97	11	82	100	0	125	87	83
Cc1c(CN2CCN(c3cccc(C(F)(F)F)c3)CC2)c(=O)n(-c2ccccc2)n1C	93	3	89	98	2	90	93	88
Cc1cccc(-c2nc(CS(=O)CC(=O)N3CCc4ccccc4C3)c(C)o2)c1 (stereo unspecified)	99	-11	95	102	0	107	101	98
Cc1ccc2oc(=O)c3cnn(CC(=O)NC4CCCCC4C)c3c2c1 (stereo unspecified)	104	2	86	94	0	90	99	91
Cn1nc(C(C)(C)C)c(NC(=O)c2ccc(F)cc2)c1C(C)(C)C	93	4	86	109	0	96	107	105

Compound profiles, from the list above. Order of values: RPL19A-GFP yeast | VLA-4 inh | MEP2-GFP yeast | Yeast superoxide | GRK2 inh | LAP4-GFP MLPCN | AGP1 TOR yeast | CIT2-GFP yeast
Listed for `OC(CNCC1COc2ccccc2O1)COCc1cccs1` (stereo unspecified) → 99 | 10 | 98 | 94 | 0 | 101 | 102 | 100
Listed for `Cc1cc(OCC(=O)C(C)(C)C)c2c(C)c(C)c(=O)oc2c1` → 97 | 7 | 101 | 104 | 3 | 101 | 105 | 95
Listed for `O=C1CN(C(=O)COC(=O)COc2ccccc2)c2ccccc2N1` → 95 | 9 | 93 | 93 | 1 | 93 | 96 | 92
Listed for `O=C(/C=C/c1cccc(OCc2ccccc2)c1)c1cccnc1` → 97 | 11 | 82 | 100 | 0 | 125 | 87 | 83
Listed for `Cn1nc(C(C)(C)C)c(NC(=O)c2ccc(F)cc2)c1C(C)(C)C` → 93 | 4 | 86 | 109 | 0 | 96 | 107 | 105

(list continues)
SMILES	RPL19A-GFP yeast	VLA-4 inh	MEP2-GFP yeast	Yeast superoxide	GRK2 inh	LAP4-GFP MLPCN	AGP1 TOR yeast	CIT2-GFP yeast
CC(NC(=S)NC1CCCCC1)C(c1ccccc1)N1CCOCC1 (stereo unspecified)	101	-4	99	94	1	104	106	97
Cc1cc(C)n2nc(CNS(=O)(=O)c3c(F)c(F)c(F)c(F)c3F)nc2n1	101	0	95	102	0	96	107	108
Cc1cc(C)cc(NC(=S)NCc2ccc(F)cc2)c1	98	0	93	98	11	116	104	92
CCN(C(=O)CSc1nnnn1C)c1c(N)n(Cc2ccccc2)c(=O)[nH]c1=O	101	18	103	94	0	97	98	104
COC(=O)c1ccc(NC(=O)c2ccccc2CC[N+](=O)[O-])cc1	104	-2	98	109	1	101	100	89
O=C(NCc1ccc2c(c1)OCO2)C1CCN(S(=O)(=O)c2cccc3nsnc23)CC1	89[may fluoresce violet]	31	122[may fluoresce violet]	101	0	99[may fluoresce violet]	20[may fluoresce violet]	?
O=C(c1cccc(NS(=O)(=O)c2ccccc2)c1)N1CCN(c2ccccc2)CC1	96	-2	97	97	2	104	105	90
CCc1nnc(NC(=O)CCC(=O)N2CCN(c3ccccn3)CC2)s1	96	1	105	96	1	97	95	91
CC1(C)CC(=O)C=C(Nc2cccc(Cl)c2Cl)C1	97	2	99	102	.	102	103	91
CCN(CC)S(=O)(=O)c1ccc(C(=O)Nc2ccc(Cc3ccncc3)cc2)cc1	101	-2	96	92	0	90	97	101
CCCCn1c(N)c(N(CCOC)C(=O)c2cc(=O)[nH]c3ccccc23)c(=O)[nH]c1=O	99	-2	100	82	0	101	99	94
Cc1ccc(NC(=O)N2CCC(C(=O)NCC(C)C)CC2)cc1	100	-8	99	105	0	96	97	.
Cc1ccc(NC(=O)CSc2nnc(CNC(=O)c3ccco3)n2C)c(C)c1	108	-5	116	92	0	100	109	110
CCCCN(CC)C(=O)c1ccccc1Oc1ccccc1	100	-17	101	92	6	107	99	93
COc1cc(C(=O)OC(C)c2ccc(F)cc2)ccc1OCC(=O)N1CCOCC1 (stereo unspecified)	103	-5	107	85	2	93	77	82
Cc1ccc(OCC(O)Cn2c(N3CCCCC3)nc3c2c(=O)[nH]c(=O)n3C)cc1 (stereo unspecified)	106	12	114	85	3	104	101	106
O=C1CCCC2=C1C(c1ccc(O)c(Br)c1)C1=C(CCCC1=O)N2c1ccccc1	100	22	94	115	0	91	96	98

Sorted by the number under RPL19A-GFP yeast (falling): 4 of the compounds above.
smiles,RPL19A-GFP yeast
COC(=O)c1ccc(NC(=O)c2ccccc2CC[N+](=O)[O-])cc1,104
CCCCN(CC)C(=O)c1ccccc1Oc1ccccc1,100
CCCCn1c(N)c(N(CCOC)C(=O)c2cc(=O)[nH]c3ccccc23)c(=O)[nH]c1=O,99
O=C(c1cccc(NS(=O)(=O)c2ccccc2)c1)N1CCN(c2ccccc2)CC1,96
